PKA-R2B activ = activators of human PKA-R2B complex; P22694+P31323; PKA-R2B holoenzyme dissociation, Cy5-IP20 fluorescence polarization; R2B truncated from residue 108, S112A mutant; 0% DMSO only, 100% 113 µM cGMP; activation, % at 11.4 µM; 340,000 tested, 0.079% active;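 active = activation above a cutoff set at the mean over all compounds plus 3 SD, cut at about 18% in these data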;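 note: higher means more holoenzyme dissociation and a rise in polarization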
Target sequence (P31323 whole entry, looked up, other chains not shown, the tested form may be a part): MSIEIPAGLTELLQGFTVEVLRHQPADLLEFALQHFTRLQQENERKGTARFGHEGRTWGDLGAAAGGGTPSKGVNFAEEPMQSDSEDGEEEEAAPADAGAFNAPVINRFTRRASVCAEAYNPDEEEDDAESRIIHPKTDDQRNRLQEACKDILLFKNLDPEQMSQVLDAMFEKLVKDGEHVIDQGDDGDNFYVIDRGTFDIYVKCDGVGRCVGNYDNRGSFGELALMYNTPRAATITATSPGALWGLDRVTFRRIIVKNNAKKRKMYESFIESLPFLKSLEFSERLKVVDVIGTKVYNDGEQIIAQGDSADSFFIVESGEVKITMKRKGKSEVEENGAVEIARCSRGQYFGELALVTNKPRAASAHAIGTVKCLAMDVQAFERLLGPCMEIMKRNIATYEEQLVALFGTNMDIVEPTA
Keap1 Nrf2 FP = disrupts human Keap1 binding to Nrf2 peptide | 340,000 tested, 0.15% active | AID 504523 | inhibition, % at 9.4 µM | Keap1 Kelch-Nrf2 peptide fluorescence polarization, 1536-well; in the data active = inhibition above about 12%;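 note: human Keap1 Kelch domain with fluorescein labeled Nrf2 9mer peptide probe; 0% = neutral control wells and 100% = peptide positive control; higher means more block of Keap1 binding to Nrf2 peptide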
Arr AP2 block = inhibitors of human beta-arrestin and AP2 interaction | inhibition, % at 10 µM | 340,000 tested, 0.31% active | FITC-arrestin peptide / GST-AP2 beads, flow cytometry; AP2 beta2 appendage carries R879A mutation | AID 504490;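 active = inhibition above a set limit, near 3 SD of compounds lacking own fluorescence, cut at about 54% in these data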;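 note: plate controls were DMSO wells for no effect and 5 µM unlabelled arrestin peptide for full effect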
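Measured by: flow cytometry, FL1 (488/535 nm); Material: AP2 appendage R879A on GSH beads; Evaluation: percent response; Timing: pre-incubation 12 min, peptide binding 1 h, room temperature; Also added: 50 nM FITC-arrestin peptide; Medium: PBS with 0.05% Tween 20 and 0.1% BSA.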
LANA DNA inh = blocks KSHV LANA C-terminal domain binding to DNA; MBP-C-LANA/FAM-LBS DNA binding, fluorescence polarization; inhibition, % at 9 µM; 340,000 tested, 0.078% active; AID 504423;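 active = highest replicate inhibition at or above 60% at 9 µM, even if other replicates fall short; inactive = all replicates below 60% inhibition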;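 note: 0% = neutral control wells and 100% = 4 µM acridine orange control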
PvdQ inh = P. aeruginosa PvdQ acylase inhibition | purified PvdQ acylase, fluorescence plate reader | inhibition, % at 10 µM | 340,000 tested, 0.063% active | AID 488965; in the data active = inhibition above about 30%, passing the limit was not always enough;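 note: 0% = vehicle neutral wells and 100% = reference inhibitor wells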
DAGLB inhibitor = diacylglycerol lipase beta (human) inhibition | Q8NCG7 | inhibition, % at 5.17 µM | AID 504411 | 340,000 tested, 0.059% active | HEK293T DAGLB membrane lysate, EnzChek fluorogenic substrate; in the data active = inhibition above about 34%;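 note: 0% = enzyme with vehicle and 100% = wells lacking enzyme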
Target sequence (Q8NCG7 whole entry, looked up): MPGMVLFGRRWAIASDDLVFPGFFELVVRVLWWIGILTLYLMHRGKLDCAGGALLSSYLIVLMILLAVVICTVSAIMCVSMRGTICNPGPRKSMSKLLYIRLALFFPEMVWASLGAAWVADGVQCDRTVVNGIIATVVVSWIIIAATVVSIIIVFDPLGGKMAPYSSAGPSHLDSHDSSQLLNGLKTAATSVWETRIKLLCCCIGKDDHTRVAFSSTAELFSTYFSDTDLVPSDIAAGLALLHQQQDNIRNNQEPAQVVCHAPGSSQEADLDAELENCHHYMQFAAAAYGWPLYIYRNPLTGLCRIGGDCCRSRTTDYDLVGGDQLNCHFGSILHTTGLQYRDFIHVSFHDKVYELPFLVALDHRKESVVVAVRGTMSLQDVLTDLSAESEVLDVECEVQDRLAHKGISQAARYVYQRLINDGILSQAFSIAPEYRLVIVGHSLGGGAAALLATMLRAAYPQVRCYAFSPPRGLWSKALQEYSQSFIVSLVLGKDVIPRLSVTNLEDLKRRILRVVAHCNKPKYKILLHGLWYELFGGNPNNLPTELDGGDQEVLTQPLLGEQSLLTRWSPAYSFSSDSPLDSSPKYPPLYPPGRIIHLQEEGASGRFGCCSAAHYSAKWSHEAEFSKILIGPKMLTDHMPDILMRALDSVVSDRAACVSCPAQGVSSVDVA
NSD2 HMT inh = inhibitors of human histone methyltransferase NSD2; NSD2 peptide methylation, AlphaScreen, 120 min; AID 743445; inhibition, % at 12.5 µM; 310,000 tested, 0.54% active; in the data active = inhibition above about 50%
SR-BI HDL uptake = mouse SR-BI HDL lipid transfer inhibition; Q61009; ldlA[mSR-BI] CHO cells, DiI-HDL uptake fluorescence, 3 h; inhibition, % at 12.5 µM; 320,000 tested, 0.96% active; AID 488896;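 active = mean replicate inhibition of at least 70% and a set share of replicates each scoring 70 or more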;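 note: 0% = median of neutral control wells and 100% = median of positive control wells; values of inactives mirror those of a sister screen read the other way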
RTF Ca sens inh = cardiac RTF calcium desensitization | AID 493244 | 340,000 tested, 0.12% active | inhibition, % at 7.15 µM | IANBD-labeled cardiac RTF, Ca2+ fluorescence | P19429+P45379;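 active = inhibition above the mean inhibition of all tested compounds plus 3 SD, cut at about 17% in these data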;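 note: assay run at fixed EC70 calcium of 1.6 mM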
SR-BI uptake up = enhances SR-BI lipid uptake from DiI-HDL. CHO ldlA[mSR-BI] cells, DiI-HDL uptake fluorescence, 3 h; 100 = double the neutral-control signal. activation, % at 12.5 µM. 320,000 tested, 0.096% active;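 active = mean replicate activation of at least 60% and every replicate at or above 60%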;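 note: 0% = median plate neutral-control signal and 100% = twice that signal; values of inactives mirror those of a sister screen read the other way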
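Material: SR-BI-overexpressing, LDLR-lacking CHO cells; schedule: compound exposure 3 h, 37 °C; reagent: DiI-labelled HDL at 10 µg/mL final; technique: bottom-read fluorescence, 550/595 nm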
* = called active by the depositor; . = not tested or not shown. Hits appear at their usual frequency; overall some 2.1% were active at least once.

Compound,PvdQ inh,PKA-R2B activ,NSD2 HMT inh,SR-BI uptake up,SR-BI HDL uptake,RTF Ca sens inh,DAGLB inhibitor,Arr AP2 block,Keap1 Nrf2 FP,LANA DNA inh
COc1ccc(C2/C(=C(/O)c3ccc(C)cc3)C(=O)C(=O)N2C)c(OC)c1 (centres undefined),-13,0,4,19,-19,-4,0,12,-4,0.0
CC(C)[C@H](NC(=O)c1cc2cc(Cl)ccc2n1C)C(=O)N[C@@H](C(=O)O)c1ccccc1,10,-4,-1,0,0,1,8,-14,-5,0.7
CCOC(=O)N/N=C/c1ccc(OCCSc2ccc(Cl)cc2)c(OC)c1,-9,0,-3,-24,24,-7,1,1,1,-1.1
c1ccc2cc(-c3csnn3)ccc2c1,35*,0,-1,2,-2,0,-8,17,0,0.5
CC1=CC(C)(C)N(C)C(=O)N1c1ccc(Cl)cc1,9,0,1,-7,7,-12,-2,2,-4,-0.7
COc1ccc(C(=O)N/N=C/c2ccc3cccc(O)c3n2)cc1,-6,3,0,13,-13,-11,7,-3,0,-2.4
Cc1noc(/C=C/c2ccccc2F)c1S(=O)(=O)N1CCC(C(=O)N2CCN(C)CC2)CC1,-12,-3,-1,-2,2,-4,-4,-2,-1,1.3
CN1CCN(S(=O)(=O)c2ccc(NC(=O)C3CCCCC3)cc2)CC1,-2,13,1,5,-5,0,1,29,4,5.6
O=C(Cc1cccs1)NCCN1CCOCC1,-9,9,1,-14,14,-3,0,3,0,0.4
COc1ccc(-c2cn(-c3ccc(OC)cc3)c3[n+]2-c2ccccc2CC3)cc1,-12,5,-3,2,-2,11,5,-2,-1,-2.2
CCOC(=O)/C=c1\s/c(=C\c2c(OCC)ccc3ccccc23)c(=O)n1CC(=O)NCC1CCCO1 (centres undefined),-8,4,0,-91,91*,-12,-4,-7,-2,8.4
CCN1CCN(c2ncnc3c2cnn3-c2ccc(Cl)cc2)CC1,13,3,.,11,-11,-4,-1,-5,-1,0.7
CC(=O)NC(CC(=O)Nc1ccc(S(=O)(=O)N2CCOCC2)cc1)c1ccccc1 (centres undefined),-12,-5,-1,32,-32,-10,-3,-6,3,0.1
CC(=O)Nc1cc2c(cc1NC(=O)Cn1nc(-c3ccc4c(c3)OCCO4)ccc1=O)OCCO2,8,-12,0,20,-20,2,-5,20,5,-0.8
COc1ccc(C(CNC(=O)CN2C(=O)NC(C)(c3ccc4ccccc4c3)C2=O)N2CCCC2)cc1 (centres undefined),-8,-3,-1,10,-10,3,-2,-3,-2,-1.2
O=C1CC2C(CC(OC(=O)c3ccc(-c4ccccc4)cc3)C2CO)O1 (centres undefined),-7,2,1,-27,27,-4,4,6,5,-1.3
COc1ccc(NC(=O)c2ccc3c(=O)n4c(nc3c2)CCCCC4)cc1,-3,-7,8,-26,26,-2,3,-8,4,-0.8
CC12CCC(C(=O)N(CC(O)CN3CCCCC3)C1=O)C2(C)C (centres undefined),-3,-10,-4,11,-11,2,2,2,3,0.0
Cc1nc(-c2ccc([N+](=O)[O-])cc2)nc2[nH]ccc(=O)c12,-1,-4,5,-4,4,-7,-4,1,1,0.5
CCn1nccc1C(=O)Nc1nc2ccccc2n1CCN1CCCCC1,1,-8,5,-3,3,6,2,-8,-3,-1.2
O=C(c1cc(COc2cccc(C(F)(F)F)c2)on1)N1CCC(c2ccncc2)CC1,-6,6,0,7,-7,0,-1,35,-3,-0.4
Cc1ccc(NC2=NCCC2)cc1Cl,-17,-2,-1,18,-18,4,1,-10,-7,0.3
CN(C)c1cccc2c1c(NC(=O)Nc1ccccc1)nn2C,-14,2,88*,-44,44,-7,-2,10,5,5.8
CCCc1nc2ccccc2n1C(=S)SC,-5,-10,2,-15,15,4,3,4,-6,0.4
N#CCC(=N)N1CCN(c2ccccc2Cl)CC1,-18,6,1,-7,7,-3,-8,-8,2,1.1
O=C(O)C1Cc2ccccc2CN1S(=O)(=O)/C=C/c1ccccc1 (centres undefined),-9,-11,0,15,-15,-7,2,0,-1,-0.5
COc1ccccc1NS(=O)(=O)c1cc(NC(=O)CN2C(=O)NC3(CCCCC3)C2=O)ccc1C,-11,0,2,18,-18,-3,-3,3,-3,-0.7
CCOc1ccccc1NS(=O)(=O)c1ccc2c(c1)NC(=O)CCS2,-17,-10,3,-3,3,-3,-3,29,-3,1.9
CN(CC(=O)NCC(c1ccco1)N1CCCCC1)S(=O)(=O)c1ccc(Cl)cc1 (centres undefined),-2,0,20,28,-28,2,0,-10,7,1.0
CC(=O)NC1=NN(C(C)=O)C2(S1)C(=O)N(C(C)C)c1ccc(C)cc12 (centres undefined),19,3,-3,6,-6,6,-2,22,-1,-1.2
CN1CCN(c2ccc(NC(=S)NC(=O)c3cccc4c(Cl)cccc34)cc2)CC1,-4,-12,9,-14,14,-2,3,11,1,-0.2
C/C(=N/NC(=O)CCc1ccccc1)c1ccco1,6,8,51*,4,-4,11,-2,.,1,0.0
COc1ccc(C(=O)N2CCN(c3ccccc3Cl)CC2)cc1S(=O)(=O)NC1CC1,-5,1,1,-12,12,0,0,9,-3,-1.5
CCc1ncc(CN2CCCC(C(=O)Nc3cccc(-c4ccc(F)cc4)c3)C2)cn1 (centres undefined),3,-2,2,-32,32,-2,0,39,-2,2.0
O=C(COC(=O)CN1C(=O)COc2ccccc21)NC1CCCCC1,-8,7,1,5,-5,-13,-1,43,3,-0.3
CCc1cccc2c(SC(C)C(=O)NCC3CCCO3)nc(-c3ccccc3)nc12 (centres undefined),-8,1,0,-22,22,-8,0,7,-1,-0.1
CCCN(C(=O)c1ccc(-n2cncn2)c([N+](=O)[O-])c1)C1CCS(=O)(=O)C1 (centres undefined),12,-7,-2,18,-18,7,0,-8,-4,1.3
O=C(CSc1nnnn1-c1ccccc1)Nc1nsc(-c2ccccc2)n1,4,0,0,-10,10,-3,1,15,-2,-0.5
Cc1cc(NC(=O)c2ccccc2)n(-c2ccccc2)n1,-11,1,-2,8,-8,10,-1,-8,-5,-2.1
COc1ccc(/C=C/C(=O)NCc2ccc(F)cc2)cc1S(=O)(=O)N1CCOCC1,-3,-10,1,-18,18,4,1,-3,-4,-0.3
COC(=O)c1ccc(-c2cc(CC3(C(=O)OC)CCN(C(=O)OC(C)(C)C)CC3)on2)cc1,-10,-8,.,-26,26,1,-10,7,-2,1.4
Cc1[nH]c2ccccc2c1C(=O)C(=O)N1CCN(c2ccccc2F)CC1,5,6,13,14,-14,3,0,1,5,-0.3
CCOC(=O)C1CCCCN1Cc1cccc(OC)c1OC (centres undefined),2,1,0,7,-7,4,1,1,1,0.3
O=C(CCCc1c[nH]c2ccccc12)N1CCN(c2ccc(N3CCOCC3)nn2)CC1,13,-3,.,-18,18,-11,-3,5,-7,4.8
COc1ccc(S(=O)(=O)N2CCC(C(=O)N[C@H](C(=O)NCc3ccncc3)C(C)C)CC2)cc1,-6,2,-2,-10,10,-16,3,32,4,1.6
O=C(CN1C(=O)NC2(CCCCC2)C1=O)Nc1ccc2[nH]c(=O)[nH]c2c1,-8,0,1,16,-16,0,1,9,-2,0.6
CN(C(=O)CSC1=Nc2ccccc2C2=NC(c3ccccc3)C(=O)N12)C1CCCCC1 (centres undefined),3,5,-5,15,-15,-10,-4,28,-5,-1.1
COc1ccc(C(=O)NCCn2cc(SCC(=O)NCC3CCCO3)c3ccccc32)cc1 (centres undefined),6,4,-3,-23,23,-1,-1,8,-4,0.4
CN1C(=O)CC(N2CCN(C(=O)c3ccccc3)CC2)C1=O (centres undefined),4,-6,-2,20,-20,1,2,-86,2,0.1
COC(=O)c1cc2occc2n1Cc1nc(-c2cccc(Cl)c2)oc1C,-12,5,.,-9,9,-8,-6,-2,-2,0.4
Cc1ccc(Nc2n[nH]c(C)c2[N+](=O)[O-])cc1,-9,-5,2,0,0,-8,2,-4,-6,-0.2
O=C(CN1C(=O)NC2(CCCC2)C1=O)OCCOc1ccc(F)cc1,-11,-19,-1,0,0,-10,2,4,-2,-0.6
Cc1nnsc1C(=O)N/N=C/c1ccccc1,-3,-7,-7,-9,9,-9,1,4,0,0.5
COCCCN(C(=O)c1ccc(N2CCCC2=O)cc1)c1c(N)n(Cc2ccccc2)c(=O)[nH]c1=O,-8,-5,0,-8,8,-6,2,4,2,1.0
COc1ccc(CN(C(=O)Cn2nnc(-c3ccc(C)o3)n2)C(C(=O)NCC2CCCO2)c2ccco2)cc1 (centres undefined),0,-3,.,-11,11,-18,0,5,-4,-1.2
COc1ccc(S(=O)(=O)N2CCCCCC2)cc1NC(=O)CC1OC(=O)c2ccccc21 (centres undefined),-9,-5,-3,-40,40,-1,3,-1,-6,0.1
O=C(Nc1ccccc1C(=O)N/N=C/c1ccc(O)cc1)c1ccccc1,-7,2,-1,3,-3,1,-2,10,1,0.2
COC(=O)c1ccc(N2CCN(S(=O)(=O)c3ccc(C)cc3)CC2)c([N+](=O)[O-])c1,10,-8,10,.,-6,8,-2,7,-6,0.7
O=C1CC(NS(=O)(=O)c2ccc(F)cc2)CN1c1ccc2c(c1)OCCO2 (centres undefined),-2,-3,4,6,-6,-2,2,-3,-5,-1.8
Cc1cc(Nc2ccc(Cl)cc2)n2ncnc2n1,-2,-10,-1,-9,9,-2,-1,7,-1,-1.3

Continuation:
Compound,PvdQ inh,PKA-R2B activ,NSD2 HMT inh,SR-BI uptake up,SR-BI HDL uptake,RTF Ca sens inh,DAGLB inhibitor,Arr AP2 block,Keap1 Nrf2 FP,LANA DNA inh
COc1ccccc1/C=N/NC(=O)c1cc2c(ccc3ccccc32)o1,10,-1,0,-40,40,-3,-6,1,-4,-0.9
Cc1ccc(NC(=O)Cn2nc(-c3ccccc3Cl)ccc2=O)c(Br)c1,-15,3,-2,15,-15,-14,-5,-4,-5,2.5
CCOc1ccccc1N(CC(=O)NCCc1ccc(OC)c(OC)c1)S(=O)(=O)c1ccccc1,-10,-3,55*,.,.,-10,-2,-2,1,0.4
Cc1ccc(NC(=O)CSc2nccn2Cc2ccccc2)cc1C,-25,15,13,5,-5,4,-1,-3,-4,0.0
COc1ccc(C(=O)NCCS(=O)(=O)NCc2ccc3c(c2)OCO3)cc1,-10,2,0,15,-15,-7,-2,-2,-2,-0.9

2 entries from above, field by field.
Cc1ccc(NC(=O)Cn2nc(-c3ccccc3Cl)ccc2=O)c(Br)c1
  PvdQ inh: -15	PKA-R2B activ: 3	NSD2 HMT inh: -2	SR-BI uptake up: 15	SR-BI HDL uptake: -15	RTF Ca sens inh: -14	DAGLB inhibitor: -5	Arr AP2 block: -4	Keap1 Nrf2 FP: -5	LANA DNA inh: 2.5

CCOc1ccccc1N(CC(=O)NCCc1ccc(OC)c(OC)c1)S(=O)(=O)c1ccccc1
  PvdQ inh: -10	PKA-R2B activ: -3	NSD2 HMT inh: 55*	SR-BI uptake up: .	SR-BI HDL uptake: .	RTF Ca sens inh: -10	DAGLB inhibitor: -2	Arr AP2 block: -2	Keap1 Nrf2 FP: 1	LANA DNA inh: 0.4
